FLuc stim CS = affects firefly luciferase, flagging false hits in luciferase stimulation screens; 200,000 tested, under 10 active; activation factor at 10 µM; P08659; ATPlite luciferase biochemical, luminescence, 10 min; 0 = ATP-free wells, 1 = DMSO control;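 active means luciferase activation factor, scaled between plate controls, of at least 2 with compound at 10 µM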
Target sequence (P08659 whole entry, looked up): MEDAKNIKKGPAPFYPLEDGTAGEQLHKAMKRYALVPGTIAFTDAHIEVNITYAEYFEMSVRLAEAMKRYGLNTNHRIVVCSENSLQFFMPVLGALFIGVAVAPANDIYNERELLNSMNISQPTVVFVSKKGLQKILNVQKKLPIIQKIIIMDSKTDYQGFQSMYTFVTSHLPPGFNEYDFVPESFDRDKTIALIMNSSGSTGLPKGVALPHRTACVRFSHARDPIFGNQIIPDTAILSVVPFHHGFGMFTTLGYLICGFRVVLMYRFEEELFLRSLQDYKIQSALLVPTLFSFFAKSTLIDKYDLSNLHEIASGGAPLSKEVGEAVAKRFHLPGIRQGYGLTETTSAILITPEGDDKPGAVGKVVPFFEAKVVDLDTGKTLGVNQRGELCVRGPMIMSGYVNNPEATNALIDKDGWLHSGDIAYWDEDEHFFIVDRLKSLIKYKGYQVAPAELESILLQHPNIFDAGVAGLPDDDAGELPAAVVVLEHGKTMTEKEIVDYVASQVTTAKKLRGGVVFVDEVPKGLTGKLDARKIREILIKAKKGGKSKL
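Assay system: Luciferase/luciferin reagent mix; Medium: PBS as buffer for the ATP substrate; Dosing: test compounds dosed from 2 mM stocks in 100% DMSO; Times: 10 min, room temperature; Signal: luminescence from luciferase reaction; Read-out: luciferase activation; Controls: No-ATP low control, compound-free enzyme-plus-ATP high control.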
APP 5'UTR act = activates APP 5'UTR luciferase reporter; SH-SY5Y APP 5'UTR luciferase reporter, luminescence; zero percent = DMSO vehicle wells; activation, % at 2 µM; actives 1% (n = 190,000); AID 1276;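 active means activation above a set limit, based on mean plus 3 SD of controls, cut at about 140% in these data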; further: values of inactives mirror those of a sister screen read the other way
TLR4-MyD88 BLA = inhibitors of human TLR4-MyD88 binding. O00206+Q99836. HeLa CL3-4 TLR4/MyD88 BLA complementation, FRET ratio. inhibition, % at 8.4 µM. actives 0.18% (n = 200,000). AID 861; in the data active means inhibition above about 25%;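 further: 0% = vehicle and 100% = reference inhibitor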
G6PDH counter = L. mesenteroides G6PDH inhibition counter-screen. actives 0.12% (n = 200,000). AID 1020. inhibition, % at 5 µM. Purified L. mesenteroides G6PDH, diaphorase/resazurin coupled fluorescence, 45 min; in the data active means inhibition above about 50%
Diaph act CS = activates diaphorase or chemically reduces, flagging diaphorase assay artifacts. Diaphorase/resazurin coupled assay, resorufin fluorescence, 16 min; active compounds read high; 1 = vehicle wells, 0 = NADH-free wells. activation factor at 20 µM. actives 0.005% (n = 190,000);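 active means diaphorase activity raised at least twofold by the compound at 20 µM; inactive means activation factor below 2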
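Material: Clostridium kluyveri diaphorase, purified enzyme; Quantity: enzyme 0.07 U/mL final; Medium: HEPES pH 7.4 buffer with MgCl2 and Tween 20; Dosing: single compound dose of 20 µM, 1% DMSO final; Schedule: 16 min reaction at room temperature; Measured by: red resorufin fluorescence at 544/590 nm excitation/emission.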
Diaphorase inh = inhibits diaphorase or chemically oxidizes, flagging diaphorase assay artifacts. actives 0.69% (n = 190,000). inhibition, % at 20 µM. AID 1217. diaphorase resazurin-to-resorufin fluorescence, NADH, 16 min; bacterial (C. kluyveri) enzyme, not human;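 active means primary screen inhibition at 20 µM above a set limit, cut at about 50% in these data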;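 further: plate controls were DMSO with full reaction for no effect and wells lacking NADH for full effect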
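Assay system – diaphorase enzyme from Clostridium kluyveri · Amount – diaphorase 0.14 U/mL (working solution) · Times – reaction incubation of 16 min at room temperature · Controls – No-NADH positive control and DMSO neutral control · Signal – resorufin fluorescence 544/590 nm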
FLuc inh counter = Photinus pyralis luciferase inhibition counter-screen; P08659; ATPLite firefly luciferase biochemical luminescence, 10 min; inhibition, % at 10 µM; actives 1.5% (n = 200,000);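 active means inhibition above about 50% when tested at 10 µM, limit read from the data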
STAT1 activator = activators of IFN-gamma induced STAT1 signaling | NIH 3T3 STAT1-luciferase reporter, luminescence; 100% = IFN-gamma alone, no compound | actives 2.6% (n = 200,000) | activation (% of control), % at 5.5 µM;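 active means activation above the screen-wide mean activation plus 3 SD, cut at about 130% in these data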;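 further: raw ratio to IFN-gamma control signal so 100% means no change and 0% no light; values of inactives mirror those of a sister screen read the other way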
APP 5UTR inh = APP translation inhibition; SH-SY5Y APP 5'UTR-luciferase reporter, luminescence; actives 0.82% (n = 190,000); inhibition, % at 2 µM;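 active means inhibition above a set limit, derived from the sample mean plus 3 SD, cut at about 45% in these data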; further: values of inactives mirror those of a sister screen read the other way
NF-kB neuron act = compounds increasing NF-kB expression in human neuronal cells | NF-kB reporter expression; active compounds read high | fold change at 12.5 µM | actives 1.6% (n = 190,000); in the data active means fold change above about 3.3
Active calls of the source: *; · = no result given.

The line under a structure holds: FLuc stim CS	G6PDH counter	FLuc inh counter	Diaph act CS	APP 5'UTR act	APP 5UTR inh	Diaphorase inh	STAT1 activator	TLR4-MyD88 BLA	NF-kB neuron act
- Cc1ccc(NC(=O)CSc2nc3ccccc3c3nc(CCn4cncc4C)nn23)c(C)c1
    1.1	-3	-12	1	18	-18	-5	101	7	0.78
- COc1ccc2[nH]c(O)c(N=O)c2c1
    1	3	-3	0.8	-3	3	16	94	-2	1.1
- COc1cc([N+](=O)[O-])cc2cc(C(=O)N3CCN=C3c3ccccc3)c(=O)oc12
    1.1	5	-6	0.8	4	-4	16	108	-3	0.96
- O=C(Nc1ccccc1Cl)c1cccc(NS(=O)(=O)c2ccccc2)c1
    1	-3	-4	0.8	6	-6	15	103	-3	1
- CCn1c(C)c(C(C)=O)c(N2CCC(C(N)=O)CC2)nc1=S
    1.1	2	-5	0.8	4	-4	20	104	5	1.2
- Cc1cc(C)c(OCC(=O)Nc2cccc(NC(=O)c3ccco3)c2)c(Br)c1
    1.1	-2	-5	0.7	51	-22	33	98	-6	0.96
- CCn1c(SCC(=O)Nc2ccccc2)nc2c1c(=O)n(C)c(=O)n2C
    1.1	-3	-7	0.9	0	0	10	99	-4	0.98
- Cc1ccc(NC(=O)n2ccc(-c3ccc(-n4ccnc4)cc3)n2)cc1
    0.7	1	27	1	97	-96	-4	135*	5	2.3
- COc1cccc(CNS(=O)(=O)c2ccc(S(=O)(=O)N3CCCC3)cc2)c1
    1	13	0	·	10	-10	·	93	9	1.3
- COc1ccc(Cl)cc1-c1nc(N)nc(NC2CCCCC2)n1
    1.1	5	-8	0.9	-8	8	13	113	0	0.88
- Cn1nc(-c2ccc(C(=O)N3CCN(CCO)CC3)cc2)c2ccccc2c1=O
    1.1	8	-9	1	-2	2	-3	91	-5	1
- Cc1ccc(CNC(=O)c2ccccc2NS(C)(=O)=O)cc1
    1.1	-20	-7	0.9	16	-16	7	101	-7	1.2
- Nn1c(SCC(=O)Nc2ccc(F)cc2F)nnc1-c1cccnc1
    1	0	-2	0.9	20	-20	10	116	9	1.8
- CCO[C@@H]1OC(C(=O)N2CCN(Cc3ccccc3)CC2)=C[C@H](c2ccccc2)[C@H]1CCCO
    1.1	18	-6	0.8	6	-6	22	102	-11	0.85
- O=S(=O)(NC1CC1)c1ccc2c3c(cccc13)CC2
    1	9	-5	1	2	-2	2	93	-7	1.1

Copied from the list.
APP 5'UTR act, `Cc1ccc(NC(=O)n2ccc(-c3ccc(-n4ccnc4)cc3)n2)cc1` → 97
Diaph act CS, `O=C(Nc1ccccc1Cl)c1cccc(NS(=O)(=O)c2ccccc2)c1` → 0.8

Other records.
The line under a structure holds: FLuc stim CS	G6PDH counter	FLuc inh counter	Diaph act CS	APP 5'UTR act	APP 5UTR inh	Diaphorase inh	STAT1 activator	TLR4-MyD88 BLA	NF-kB neuron act
- CCOC(=O)N1CCN(C(=O)CS(=O)(=O)c2cn(Cc3ccc(Cl)cc3)c3ccccc23)CC1
    1.1	-23	-9	0.8	-7	7	22	100	-3	1.1
- Cc1ccc(C(=O)CSc2ncnc3sc4c(c23)CCC(C)C4)cc1 (stereo not drawn)
    1	1	-1	1	-2	2	0	102	-7	1.1
- COc1ccc(C(=O)OCC(=O)NCCN2C(=O)CSC2=O)cc1
    1	2	-5	0.9	7	-7	9	105	3	1.4
- COc1ccc(NS(=O)(=O)c2cc(NC(=O)C3CCCO3)ccc2N2CCCCC2)cc1 (stereo not drawn)
    1.1	-3	-7	0.7	24	-24	26	98	-5	0.83
- O=C(/C=C/c1ccccc1)c1ccccc1
    0.5	7	47	0.9	11	-11	7	112	-5	1.5
- Cc1cc(S(=O)(=O)N(Cc2ccccc2)Cc2ccc(N(C)C)cc2)ccc1-n1cnnn1
    1	7	-5	0.8	-9	9	20	96	5	1.1
- O=[N+]([O-])c1cccc(-c2csc(N/N=C/c3cccc(O)c3)n2)c1
    1.1	3	-5	0.8	52	-52	20	110	-1	0.88
- C/C(=C/C(=O)NCc1ccccc1)C(=O)O
    1.1	8	-7	0.9	12	-12	5	98	-15	1.2
- Cc1ccc2[nH]c(=O)c3cc(C(=O)NCC4CCCO4)sc3c2c1 (stereo not drawn)
    1.1	1	-8	0.6	0	0	36	116	2	0.86
- CCCCOCCCNC(=O)c1ccc([N+](=O)[O-])c(C)c1
    1	5	-4	0.9	-17	17	12	104	-4	0.97
- Oc1ccc(C2C(c3ccccc3)=NN=C(c3ccccc3F)N2O)c(O)c1 (stereo not drawn)
    1.1	-6	-7	0.9	3	-4	6	99	-12	1.4
- Cc1ccc(S(=O)(=O)N(CC(=O)NCCC2=CCCCC2)Cc2ccccc2)cc1
    1.1	4	-8	0.8	-2	2	18	92	2	0.82
- O=C(N/N=C/c1ccc2c(c1)OCO2)C(=O)N1CCCC1
    0.8	1	16	1	-7	7	-2	132*	1	1.4
- CCn1c(O)c(N=NC(=S)NCC2CCCO2)c2ccccc21 (stereo not drawn)
    1	7	-2	1	-2	2	-2	90	-22	0.51
- Cc1cccc(C#N)c1NC1=CC(=O)CC(C)(C)C1
    1	5	-5	1	-2	2	0	106	9	1.1
- CCN(C(=O)c1cnc2scc(C)n2c1=O)c1ccccc1C
    1.1	-3	-6	0.8	10	-10	19	100	-18	1
- N=C(N)c1ccc(Cl)cc1
    1	10	-4	0.9	-5	5	6	105	1	1.1
- CCN(CC)S(=O)(=O)c1ccc2c(c1)C(=NO)c1cc(S(=O)(=O)N(CC)CC)ccc1-2
    1.1	2	-12	0.9	10	-10	13	87	5	0.86
- COc1ccc2nc(C)c3cc(C)oc3c2c1
    1.1	-9	-5	0.9	-1	0	9	107	-10	1.2
- O=C(Nc1ccc(N2CCN(C(=O)c3cccs3)CC2)c(Cl)c1)c1ccco1
    1	2	-4	0.9	3	-3	13	99	7	0.65
- CCn1c(SCC(=O)Nc2ccc3c(c2)c2ccccc2n3CC)nnc1-c1cnccn1
    1	6	-2	1	-26	26	2	101	-1	0.5
- O=C(Nc1ccc(Cl)cc1)c1ccsn1
    0.9	0	15	0.8	67	-67	19	145*	14	2.7
- CCc1ccc(CN(C)C(=O)c2cc(COc3c(F)cccc3F)on2)cc1
    1.1	6	-6	0.8	22	-22	20	110	4	1.4
- O=C(c1ccncc1)N(Cc1cc2ccccc2[nH]c1=O)C1CCCCC1
    1	7	-4	0.9	-12	12	10	95	1	0.94
- CCC(C#CCN1CCOCC1)(CC)OCCC#N
    1	6	-2	0.9	-1	1	12	98	6	1
- Cc1ccc(C(=O)NCC(=O)OCc2csc(-c3ccccc3)n2)cc1
    1	13	0	1	4	-4	-1	103	-6	1.2
- Cc1cccc(NC(=O)c2ccc(S(=O)(=O)N(C)C)cc2)n1
    1	9	4	0.8	11	-11	24	108	-6	1.3
- CCOC(=O)Cn1nc(Cc2ccccc2)c2ccccc2c1=O
    1	11	2	1.1	-9	9	-13	99	1	1.1
- O=C(O)c1cnn2c(C(F)(F)F)cc(-c3ccco3)nc12
    1.1	0	-6	0.8	-3	4	25	107	-8	1.4
- Cn1c(C(=O)N2CCN(c3ccc([N+](=O)[O-])cc3)CC2)cc2c(=O)[nH]c3ccccc3c21
    1	3	-3	0.8	-2	2	17	52	-2	1.1
- CCOC(=O)c1cc(OCC(=O)NC(C)C(C)C)cc(C(=O)OCC)c1 (stereo not drawn)
    1	-1	-2	0.9	-11	11	6	100	9	0.88
- CCOc1ccccc1NC(=O)N1CCC(c2nc3ccc(C)cc3[nH]2)CC1
    1	12	-5	0.9	10	-10	11	99	6	0.77
- CCC(Cc1ccccc1)NC(=O)CCn1cccc1 (stereo not drawn)
    1.1	-13	-5	0.9	13	-13	10	101	-8	1.1
- COc1cccc2c1OC1(C)CC2N(C(=O)c2ccco2)C(=S)N1c1ccc(F)cc1 (stereo not drawn)
    1.1	12	-10	0.8	-1	1	18	120	11	1.1
- COc1cccc(CNC(=O)CCN2C(=S)NC(C)(C)CC2C)c1 (stereo not drawn)
    1.1	4	-8	0.8	-26	26	18	100	-5	1.2
- COCCCNC(=S)NNC(=O)c1csc2ccccc12
    1.1	12	-9	1	28	-28	0	105	8	1.4
- O=C1Nc2ccccc2N2CCCC12 (stereo not drawn)
    1	15	-2	0.4	-4	4	60*	97	-16	0.91
- CCOC(=O)c1[nH]c2cc(OC)c(OC)cc2c1NC(=O)C(C)N1CCN(Cc2ccccc2)CC1 (stereo not drawn)
    1	-6	2	0.8	-12	12	16	106	-3	0.46
- Cc1nn(-c2ccccc2)c(N)c1N=Nc1cccnc1
    0.8	2	24	0.8	51	-51	18	133*	-4	2.3
- CCCC(=O)N(Cc1cc2ccccc2[nH]c1=O)c1ccccc1OC
    1	11	-3	1	9	-9	-2	96	-12	1.1
- CN(C)CC#CCOC(c1ccccc1)c1ccccc1
    1	9	-1	1.1	18	-18	-11	102	-11	1.3

Molecules listed so far that contain an NH in an aromatic ring:
The line under a structure holds: FLuc stim CS	G6PDH counter	FLuc inh counter	Diaph act CS	APP 5'UTR act	APP 5UTR inh	Diaphorase inh	STAT1 activator	TLR4-MyD88 BLA	NF-kB neuron act
- COc1ccc2[nH]c(O)c(N=O)c2c1
    1	3	-3	0.8	-3	3	16	94	-2	1.1
- Cc1ccc2[nH]c(=O)c3cc(C(=O)NCC4CCCO4)sc3c2c1 (stereo not drawn)
    1.1	1	-8	0.6	0	0	36	116	2	0.86
- O=C(c1ccncc1)N(Cc1cc2ccccc2[nH]c1=O)C1CCCCC1
    1	7	-4	0.9	-12	12	10	95	1	0.94
- Cn1c(C(=O)N2CCN(c3ccc([N+](=O)[O-])cc3)CC2)cc2c(=O)[nH]c3ccccc3c21
    1	3	-3	0.8	-2	2	17	52	-2	1.1
- CCOc1ccccc1NC(=O)N1CCC(c2nc3ccc(C)cc3[nH]2)CC1
    1	12	-5	0.9	10	-10	11	99	6	0.77
- CCOC(=O)c1[nH]c2cc(OC)c(OC)cc2c1NC(=O)C(C)N1CCN(Cc2ccccc2)CC1 (stereo not drawn)
    1	-6	2	0.8	-12	12	16	106	-3	0.46
- CCCC(=O)N(Cc1cc2ccccc2[nH]c1=O)c1ccccc1OC
    1	11	-3	1	9	-9	-2	96	-12	1.1

Screens deposited in PubChem BioAssay by several laboratories.
